KDM5B inh = KDM5B demethylase inhibition; Q9UGL1; KDM5B demethylase, FDH-coupled NADH fluorescence (FDH is formaldehyde dehydrogenase); Potency, µM (highest dose often 57.7 µM), for inactives: at the highest dose activity change, negative = inhibition, most hits filed as inhibitors; actives 2.6% (n = 220,000); active = well fitted inhibition curve with a large enough effect; inconclusive = small, poorly fitted or top-dose-only effect; inactive = no such curve, though single readings can be large or run the other way; also: 0% is about no effect; nearly all actives have a fitted effect of over 70% in size
Target sequence (Q9UGL1 whole entry, looked up): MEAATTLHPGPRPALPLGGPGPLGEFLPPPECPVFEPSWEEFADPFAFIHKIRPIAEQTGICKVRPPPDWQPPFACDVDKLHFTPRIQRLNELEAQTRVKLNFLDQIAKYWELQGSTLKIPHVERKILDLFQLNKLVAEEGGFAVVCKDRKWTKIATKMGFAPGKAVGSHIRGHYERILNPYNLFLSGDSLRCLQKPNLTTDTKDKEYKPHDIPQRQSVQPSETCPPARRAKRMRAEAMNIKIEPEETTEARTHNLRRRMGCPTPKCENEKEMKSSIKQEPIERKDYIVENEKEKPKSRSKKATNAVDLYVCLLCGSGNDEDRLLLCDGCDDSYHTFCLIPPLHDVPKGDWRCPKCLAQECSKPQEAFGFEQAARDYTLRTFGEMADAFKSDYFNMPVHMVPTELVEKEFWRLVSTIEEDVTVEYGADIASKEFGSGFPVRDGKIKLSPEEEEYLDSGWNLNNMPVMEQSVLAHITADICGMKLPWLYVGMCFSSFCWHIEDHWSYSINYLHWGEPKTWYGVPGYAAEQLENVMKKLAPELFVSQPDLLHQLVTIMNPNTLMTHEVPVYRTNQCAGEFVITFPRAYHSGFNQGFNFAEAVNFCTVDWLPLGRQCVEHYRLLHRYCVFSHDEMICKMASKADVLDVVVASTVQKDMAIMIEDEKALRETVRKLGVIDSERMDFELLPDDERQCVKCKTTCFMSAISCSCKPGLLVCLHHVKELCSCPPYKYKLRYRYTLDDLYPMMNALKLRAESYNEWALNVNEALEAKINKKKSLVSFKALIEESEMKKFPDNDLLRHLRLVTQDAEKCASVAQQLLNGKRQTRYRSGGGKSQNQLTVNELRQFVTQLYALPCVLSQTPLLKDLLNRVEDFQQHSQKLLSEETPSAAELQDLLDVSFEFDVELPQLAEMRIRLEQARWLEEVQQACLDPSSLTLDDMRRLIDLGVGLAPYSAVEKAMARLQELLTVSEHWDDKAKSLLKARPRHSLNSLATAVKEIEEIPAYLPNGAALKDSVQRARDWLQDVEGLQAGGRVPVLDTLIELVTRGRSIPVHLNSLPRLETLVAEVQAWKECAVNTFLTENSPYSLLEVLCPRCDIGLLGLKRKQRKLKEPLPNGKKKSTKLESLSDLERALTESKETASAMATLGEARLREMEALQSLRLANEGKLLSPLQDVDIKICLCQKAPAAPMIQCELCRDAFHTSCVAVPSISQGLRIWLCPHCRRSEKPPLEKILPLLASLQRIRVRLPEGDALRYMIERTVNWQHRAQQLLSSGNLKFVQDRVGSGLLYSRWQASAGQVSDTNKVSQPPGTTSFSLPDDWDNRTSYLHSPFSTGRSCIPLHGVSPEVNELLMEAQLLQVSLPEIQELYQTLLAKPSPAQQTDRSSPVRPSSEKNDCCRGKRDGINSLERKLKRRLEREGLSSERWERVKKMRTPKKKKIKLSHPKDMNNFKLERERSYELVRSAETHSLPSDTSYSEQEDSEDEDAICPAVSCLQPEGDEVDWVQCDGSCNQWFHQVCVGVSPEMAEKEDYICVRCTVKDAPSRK
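KDM5BΔAP (200 nM final) in 50 mM HEPES pH 7.5, 0.01% Tween-20 was preincubated 10 min at RT with compound over a concentration range. Substrate mix (H3K4me3 12.5 µM, α-KG 25 µM, Fe²⁺, ascorbate, NAD⁺, FDH) was added, and NADH fluorescence change over 30 min gave dose-response curves.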
The depositor's hits bear a star; ? = inconclusive; & = joins results of further samples; [ ] = remark or other dose. Potency is read from the fitted curve at half-maximal effect.

SMILES	KDM5B inh
Cc1cc(C)n(C(=O)CNC(=O)c2ccc(Cl)cc2Cl)n1	-16%
O=C(NCC(c1ccc2c(c1)OCO2)N1CCOCC1)c1ccccc1 (stereo not drawn)	5%
CCCCn1c(=O)[nH]c(=O)c2c1nc(COC(=O)C=C(C)C)n2CC	-3%
CCOc1ccc(C(N)=S)cc1	-16%
CC(=O)N1CCCC2(C1)CN(C)c1ccc(C(=O)NCC(C)C)cc12 (stereo not drawn)	32µM*
Cc1ccc2c(CC(=O)Nc3ccc(S(=O)(=O)N4CCCC(C)C4)cc3)coc2c1 (stereo not drawn)	-5%
c1ccc(OCc2noc(CN3CCN(C(c4ccccc4)c4ccccc4)CC3)n2)cc1	?
C=CCN(C(=O)c1csnn1)C(C(=O)NCc1ccc(F)cc1)c1ccccc1F (stereo not drawn)	-9%
CCc1ccc(S(=O)(=O)N2CCN(Cc3nc4cc(C(=O)N5CCCCC5)ccc4o3)CC2)cc1	3%
CC(C(=O)Nc1ccccc1C(F)(F)F)n1nnc2sc3c(c2c1=O)CCCC3 (stereo not drawn)	0%
COc1cccc(CN2C(=O)OC3(CCN(C(=O)c4scnc4C)CC3)C2(C)c2cccnc2)c1 (stereo not drawn)	?
Cc1ccnc(Nc2nc(C)c3ccccc3n2)n1	7%
C(=C\c1ccccc1)/CNCC1CCNCC1	4%
COc1ccccc1C(=O)Nc1ccc(S(=O)(=O)Nc2ncccn2)cc1	7%
CN(C)C(=O)CCC[C@@H]1[C@H]2CCCN3CCC[C@@H](CN1C)[C@@H]23	-9%
O=C(NCCC1=CCCCC1)c1ccc2c(c1)N(Cc1ccccc1)C(=O)c1ccccc1S2(=O)=O	?
COc1ccc(/C=C2\OC(=O)c3ccccc32)cc1OC	?
CC(C)CNC(=O)C(NC(=O)CC(C)C)C1CCN(C(=O)c2cccc(Br)c2)CC1 (stereo not drawn)	-17%
CCN1CCN(Cc2nc3c(c(=O)n(C)c(=O)n3C)n2CCOC)CC1	13%
O=C1NCCCCCCN(Cc2ccncc2)[C@@H]2CN(S(=O)(=O)Cc3ccccc3)CC[C@@H]12	-29%
O=C(NCCC(=O)N1CCN(c2ncccn2)CC1)c1ccc(Cl)cc1	1%
CNC(=O)[C@@H]1CN(S(=O)(=O)C(C)C)C[C@H]1c1n[nH]c(C)n1	-12%
COc1cc(CNC(=O)C2CCN(c3cn[nH]c(=O)c3)C2)cc(OC)c1 (stereo not drawn)	-14%
Cc1nc2c(c(-c3ccc(O)cc3)n1)CN(C(=O)c1ccc(F)cc1)CCC2	-16%

Entries listed above that bear a hit mark in KDM5B inh:
SMILES	KDM5B inh
CC(=O)N1CCCC2(C1)CN(C)c1ccc(C(=O)NCC(C)C)cc12 (stereo not drawn)	32µM*

More records follow.
SMILES	KDM5B inh
CCOC(=O)NC(OCc1ccccc1)(C(=O)OC)C(F)(F)F (stereo not drawn)	-4%
CCC(C)NC(=O)c1[nH]c2cc(C)ccc2c1Sc1ccc(Cl)cc1 (stereo not drawn)	-26%
O=C(c1ccc2c(c1)OCO2)N1CCn2c(nnc2C2CCNCC2)C1	?
Cc1ccc(OCC(=O)NCc2nncn2C)c(C)c1	12%
CCC(CC)NC(=O)c1ccc2c(c1)N(S(C)(=O)=O)CC2	-27%
CN(CC(=O)NCC(F)(F)F)Cc1cccc(C#N)c1	22%
CCOc1cc(CNC(=O)C2COc3ccccc3C2)cc(OCC)c1OCC (stereo not drawn)	-10%&-3%
Cc1cccc(NC(=O)c2nccnc2N)n1	-19%
CCOc1ccc(C(=O)N2CCC3(CC2)CC(O)CCO3)cc1 (stereo not drawn)	14%
O=C(CSc1ccc2c(c1)OCCO2)Nc1ccc2c(c1)OCCO2	-13%
CCC(=O)Nc1ccccc1-c1nc2ccccc2n(C(C)C(=O)Nc2ccc(OC)cc2)c1=O (stereo not drawn)	-25%
c1coc(-c2nnc([C@H]3CCN(Cc4c[nH]c5ccccc45)C3)o2)c1	?
O=C(c1cccc(F)c1)N1CCC2(CC1)N=C(c1ccc(Cl)cc1)NO2	20µM*
CC(C)(Oc1nn(Cc2cccc(Cl)c2)c2ccccc12)C(=O)N1CCCC1	?
Cc1ccc2c(C(=O)N3CCN(c4ccc(F)cc4)CC3)cc(NC(=O)C(C)C)cc2n1	?
CC(=O)N1CCC(c2nn(-c3ccc(Cl)cc3)c(=O)[nH]2)CC1	-11%[86.2 µM]
COc1c(C)cccc1C(=O)Nc1ccc2oc(-c3cncc(Br)c3)nc2c1	4%
O=C(O)C1CC(=O)N(c2ccc3c(c2)OCCO3)C1 (stereo not drawn)	5%
Cc1ccc(NC(=O)C2CCN(c3cnc4ccccc4n3)CC2)c(C)c1	-6%
Cc1ccc(Cl)cc1NC(=S)N(CCN(C)C)C(C)c1ccccn1 (stereo not drawn)	?
COc1ccc(N2CCN(c3nc(C(=O)NCc4cccc(C)c4)cs3)CC2)cc1	-22%
CC(C)NC(=O)C1CCc2nnc(CNC(=O)C3CC3)n21 (stereo not drawn)	-17%[86.2 µM]
CC1(C(=O)Nc2ccccc2F)COCc2cnc(Nc3ccccc3)nc21 (stereo not drawn)	?
C=CCNC(=O)[C@@H]1Cc2cn(Cc3nccn3C)c3cccc(c23)[C@H](CC(C)C)N1	?

Ordered by the number under KDM5B inh (largest number first): 3 of the compounds above
SMILES,KDM5B inh
O=C(O)C1CC(=O)N(c2ccc3c(c2)OCCO3)C1 (stereo not drawn),5%
COc1c(C)cccc1C(=O)Nc1ccc2oc(-c3cncc(Br)c3)nc2c1,4%
COc1ccc(N2CCN(c3nc(C(=O)NCc4cccc(C)c4)cs3)CC2)cc1,-22%

The results go on.
SMILES	KDM5B inh
CCc1noc(-c2cccn3c(CNC(=O)c4cc(Cl)ccc4F)nnc23)n1	28µM*
O=C(NCC1CCCCC1)C1(CCO)CCN(c2ncccn2)C1 (stereo not drawn)	32µM*
CC(C)(C)OC(=O)NC(CC(N)=O)C(=O)O (stereo not drawn)	0%
Cc1ccccc1C(=O)N1CCC2(CC1)C(=O)NCN2Cc1ccc(Cl)cc1	6%
Cc1cc(CNC(=O)c2cc(-c3ccccc3C)cc3c2OCCN3C)no1	35µM*
CCOC(=O)c1[nH]c2c(c1Cc1ccccc1)C(=O)CC(c1ccc(OC)cc1)C2 (stereo not drawn)	-14%
O=CN1CCN(C(=O)CCC(=O)O)CC1	-20%
O=C(NCCC1=CCCCC1)c1ccc(Cn2ccn3nc4c(c3c2=O)CCCC4)cc1	?
O=C1[C@@H]2C[C@@H](O)CN2C2(CN(Cc3cccc(OC(F)(F)F)c3)C2)C(=O)N1Cc1ccccc1F	19%
Cc1nc(CCNS(=O)(=O)c2c(C)noc2C)no1	33%[activator]
CCONC(=O)c1cccc(CSC)c1	11%
O=C(/C=C/c1cccc(F)c1)NCc1ccc2c(c1)OCO2	21%
CCCN1CCc2[nH]cnc2C12CCN(C(=O)Cc1ccc3c(c1)OCO3)CC2	1%
CCCNC(=O)N(CCC)CC1CCOC1 (stereo not drawn)	0%
CC1CN(C)C(C)CC1O (stereo not drawn)	5%
COc1ccc(-c2nc(S(=O)(=O)c3ccc(C)cc3)c(N3CCCCC3)o2)cc1	?
O=C(Cc1cccc(Cl)c1)N1CCCC(c2nn(-c3cccc(Cl)c3)c(=O)[nH]2)C1 (stereo not drawn)	-32%
CN1C(=O)C2(CCN(Cc3cccc4ccccc34)C2)c2ccccc21 (stereo not drawn)	-25%[86.2 µM]
CC(=O)NC(C(=O)N1CCC(c2c[nH]c3ccccc23)CC1)C(C)C (stereo not drawn)	5%
NC(=S)C(c1ccccc1)c1ncc(C(F)(F)F)cc1Cl (stereo not drawn)	-8%
COc1ccc(OC(=O)c2ccc(Br)cc2)c(C(C)=O)c1	12%
O=C(CC1CCOC2(CCN(C3CCN(Cc4ccccc4)CC3)CC2)C1)N1CCCC1 (stereo not drawn)	-19%
C=CCOc1ccc(NC(=O)C(=O)c2c(C)[nH]c3ccccc23)cc1	?
COc1cccc(CN2CCC3(CCCO3)CCC2=O)c1 (stereo not drawn)	-1%

6 entries already listed, ordered by heavy-atom count, highest first.
SMILES	KDM5B inh
O=C(NCCC1=CCCCC1)c1ccc2c(c1)N(Cc1ccccc1)C(=O)c1ccccc1S2(=O)=O	?
C=CCNC(=O)[C@@H]1Cc2cn(Cc3nccn3C)c3cccc(c23)[C@H](CC(C)C)N1	?
COc1c(C)cccc1C(=O)Nc1ccc2oc(-c3cncc(Br)c3)nc2c1	4%
c1coc(-c2nnc([C@H]3CCN(Cc4c[nH]c5ccccc45)C3)o2)c1	?
COc1cccc(CN2CCC3(CCCO3)CCC2=O)c1 (stereo not drawn)	-1%
CCCNC(=O)N(CCC)CC1CCOC1 (stereo not drawn)	0%

Further results
SMILES	KDM5B inh
COc1cc(OC)c(NS(=O)(=O)c2cc3c(cc2C)NC(=O)CO3)cc1Cl	24%
O=C1N(C2CCOCC2)C[C@H]2CN(Cc3ccc(C(F)(F)F)cc3)CCN12	6%[86.2 µM]
CC(=O)NC[C@H]1O[C@@H](Cc2nc(-c3ccc(OC(F)(F)F)cc3)no2)[C@H](O)[C@@H]1O	5%[86.2 µM]
COc1ccc(N2CCN(C(CNC(=O)C(C)(C)C)c3ccco3)CC2)cc1 (stereo not drawn)	28%
COCCOC1CN(C2CCN(S(=O)(=O)c3ccccc3)CC2)C12CCCCC2 (stereo not drawn)	20%
CNC(=O)[C@H]1C[C@H](Oc2ccccc2)CN1C(=O)NCc1ccccc1	34%
CCCn1ccc2c(OCC(=O)Nc3cc(C)ccc3C)cccc2c1=O	?
Cc1ccc(Cl)cc1-n1ncc2c(NCCCn3ccnc3)ncnc21	-16%
CCCN1CCC2(CCN(C(=O)c3ccc(OC)cc3)CC2)Oc2ccccc21	-3%
Cc1cc(C)c(NC(=O)c2nc3ccccc3nc2N2CCOCC2)c(C)c1	8%
Cc1ccc(N2CCC(NS(=O)(=O)c3cn(C)c(C)n3)C2=O)cc1C (stereo not drawn)	-6%
COC[C@@H]1CN(C(=O)c2cccc(F)c2)C[C@H]1C(N)=O	25%
O=C(NCCS(=O)(=O)c1ccc(Br)cc1)c1ccccc1Cl	-2%
Cc1ccc(C)c(C(=O)OCC(=O)NC2CCCC2)c1	1%
O=C(N[C@@H]1CNCCC[C@H]1O)c1ccc(OCc2ccccc2)cc1	10%[86.2 µM]
CCOc1ccc(COC(=O)C2CC(=O)N(CCc3ccccc3)C2)cc1OC (stereo not drawn)	7%
COc1ccc(-c2cc(C(F)(F)F)nc(SCC(=O)NCc3ccc(F)cc3)n2)cc1	?
Cc1ccccc1CN1C(=O)c2ccccc2S(=O)c2ccc(C(=O)N3CCOCC3)cc21 (stereo not drawn)	-10%
N#CC1C(C#N)N2CCCN2C1c1ccc(Br)cc1 (stereo not drawn)	-7%
CCOC(=O)c1c(C)[nH]c(C(=O)OCC(=O)Nc2ccc(Cl)cn2)c1C	-9%
Cc1ccc(C)c(C(=O)Nc2ccc3oc(C)nc3c2)c1	18%
O=C(NCC1CC1)c1cccc(OC2CN(C3CCOCC3)C2)c1	-5%
Cc1ccc(CCNC(=O)c2cn(C)c3ccc(S(=O)(=O)N4CCCCC4)cc3c2=O)cc1	?
O=C(O)COc1cccc(/C=C2/SC(=S)N(Cc3ccccc3)C2=O)c1	?

Entries shown so far that have a tert-butyl group, in the order listed:
SMILES	KDM5B inh
CC(C)(C)OC(=O)NC(CC(N)=O)C(=O)O (stereo not drawn)	0%
COc1ccc(N2CCN(C(CNC(=O)C(C)(C)C)c3ccco3)CC2)cc1 (stereo not drawn)	28%

Additional entries:
SMILES	KDM5B inh
CCN1CCN(c2ccc3nnc(C(C)C)n3n2)CC1	?
CCOc1ccccc1CNC(=O)C(C)C1CCOCC1 (stereo not drawn)	-20%
Cc1ccc(C)c(NC(=O)CN2C(=O)C(C)(C)c3ccccc32)c1	13%[11.5 µM]
COCc1nc(-c2cccc(NC(=O)CC[C@H]3NC(=O)c4ccccc4NC3=O)c2)n[nH]1	46%[activator]
COCCNC(=O)CC1=C2CCCCC2NC1=O (stereo not drawn)	-16%
CNc1oc(-c2ccccc2)nc1S(=O)(=O)c1ccccc1	4%
Cc1ccc(NC(=O)CCC2CCN(C(=O)c3ccccc3)CC2)cc1F	-9%
Cc1ccc(C(=O)Nc2cc3c(cc2C)n(C)c(=O)c(=O)n3C)cc1	10%
CO[C@@]1(C)C[C@@H](O)C12CCN(C(=O)C1(c3ccccc3F)CC1)CC2	-7%
CC(C)NC(=O)N1CC2ON=C(C(=O)N3CCN(c4ncccn4)CC3)C2C1 (stereo not drawn)	-26%[115 µM]
COc1ccc(-c2[nH]nc3ncc(C(=O)NCCc4ccccc4)nc23)c(C)c1	?
O=C(NCc1ccccc1Cl)C1CCC(CNS(=O)(=O)c2ccc(Cl)cc2)CC1 (stereo not drawn)	-16%
CN(C)c1nc(-c2ccccc2)nc2c1CCN(C(=O)C1CC13CCC3)C2 (stereo not drawn)	-9%
O=C(CSc1nnc(-c2ccco2)o1)Nc1cccc([N+](=O)[O-])c1	-11%
COc1ccc(-c2nc3ccc(NS(=O)(=O)c4ccc(Cl)cc4)cc3o2)cc1	?
COc1cccc(CNC(=O)N(C)C2CCc3nn(CC4CC4)c(=O)n3CC2)c1 (stereo not drawn)	-5%
O=C(CCC1CCCCC1)NC1CCN(c2ccc(=O)n(CC3CC3)n2)CC1	?
O=C(C1CC(=O)N(c2n[nH]c3cccc(F)c23)C1)N1CCC(Cc2ccccc2)CC1 (stereo not drawn)	-10%
COc1ccc(Cl)cc1NS(=O)(=O)c1cccc(C(=O)NCC(c2ccco2)N(C)C)c1 (stereo not drawn)	8%
CN1CCC(OC2CCN(C(=O)CC3CCCC3)CC2)CC1	30%
CCOc1ccc(C(C(=O)NC2CCCCC2)N(C(=O)c2cnccn2)c2cccs2)cc1 (stereo not drawn)	11%
O=C(Nc1ccc(Br)cc1)N1CCc2ccccc2C1	-10%

Assay outcomes (PubChem)

An excerpt; the hit share may differ from the screen's.
